Screening results: PubChem BioAssay, several laboratories
NCOA1 inh – inhibitors of human steroid receptor coactivator 1 (SRC1); inhibition, % at 3.6 µM; AID 588354; HEK293 GAL4-SRC1 luciferase reporter, luminescence; Q15788; 0.12% of 360,000 active;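 active = inhibition above the campaign mean plus 3 SD, with each screening campaign given its own cutoff, cut at about 60% in these data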;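 also: 0% = DMSO treated cells and 100% = gossypol at 36 µM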
LMP1 NFkB inh – reduces LMP1-driven NF-kappaB luciferase signal | LMP1-induced NF-kappaB luciferase reporter cells, luminescence | inhibition, % at 12.5 µM | 0.69% of 350,000 active; in the data active = inhibition above about 41%;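 also: 0% = neutral control wells and 100% = reference inhibitor control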
TLR9-MyD88 block – TLR9-MyD88 interaction inhibition; 0.21% of 340,000 active; inhibition, % at 4.98 µM; AID 504734; CHO BLA complementation TLR9-MyD88, CCF4 FRET ratio;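 active = inhibition above the mean over all tested compounds plus 3 SD, cut at about 21% in these data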;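 also: 0% = DMSO only wells and 100% = clavulanate BLA inhibitor control wells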
COUP-TFII inh – inhibitors of human COUP-TFII (NR2F2). HEK293T NGFI-A luciferase reporter, luminescence. inhibition, % at 8.6 µM. AID 686940. 0.7% of 370,000 active;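 active = inhibition above a per-plate cutoff, mean inhibition of test wells between control levels plus 3 SD, cut at about 38% in these data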;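 also: cells cotransfected with COUP-TFII expression vector driving the NGFI-A reporter; 0% = median of COUP-TF2 test wells and 100% = reporter-only cells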
C8 TRAIL sens – caspase-8 TRAIL sensitization; NB7+C8 cells + TRAIL, ATPlite viability luminescence; inhibition (viability loss, TRAIL sensitization), % at 10 µM; 1% of 360,000 active;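 active = compounds causing at least 50% loss of cell viability in the single-dose screen, relative to plate controls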
NCOA2 inhibitor – human SRC2 (NCOA2) inhibition; Q15596; HEK293 GAL4-SRC2 luciferase reporter, luminescence; inhibition, % at 9 µM; 0.17% of 370,000 active;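 active = inhibition above the mean inhibition of all tested compounds plus 3 SD, set per campaign, cut at about 52% in these data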;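 also: 0% = DMSO treated cells and 100% = cells given Gossypol at 36 µM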
NR5A2 inv ag – suppresses constitutive activity of human LRH-1. inhibition, % at 3.6 µM. AID 602396. 0.13% of 360,000 active. O00482. HEK293T StAR-luciferase reporter, LRH-1 transfected, 24 h;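 active = inhibition above the mean inhibition of all tested compounds plus 3 SD, cut at about 73% in these data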;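 also: 0% = DMSO wells and 100% = reporter-only cells lacking LRH-1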
Target sequence (O00482 whole entry, looked up): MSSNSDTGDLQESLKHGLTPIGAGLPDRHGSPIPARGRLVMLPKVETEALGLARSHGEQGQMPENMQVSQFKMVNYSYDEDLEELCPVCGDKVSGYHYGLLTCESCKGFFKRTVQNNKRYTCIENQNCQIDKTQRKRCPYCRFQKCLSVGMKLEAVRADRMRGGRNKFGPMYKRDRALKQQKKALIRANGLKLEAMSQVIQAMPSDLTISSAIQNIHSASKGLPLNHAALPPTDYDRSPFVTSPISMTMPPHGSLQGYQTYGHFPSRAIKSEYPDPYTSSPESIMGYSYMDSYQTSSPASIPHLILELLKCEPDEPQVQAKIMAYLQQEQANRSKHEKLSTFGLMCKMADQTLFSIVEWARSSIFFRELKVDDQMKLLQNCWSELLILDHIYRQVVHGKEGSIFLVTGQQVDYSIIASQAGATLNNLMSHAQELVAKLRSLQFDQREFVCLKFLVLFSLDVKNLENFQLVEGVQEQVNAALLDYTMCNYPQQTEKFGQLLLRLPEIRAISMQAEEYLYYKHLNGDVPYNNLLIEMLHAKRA
NOD2-RIPK2 inh – NOD2-RIPK2 protein interaction inhibition | O43353 | CHO BLA complementation NOD2-RIPK2, CCF4 ratio | inhibition, % at 4.98 µM | 0.38% of 360,000 active | AID 624267; in the data active = inhibition above about 21%;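 also: 0% = vehicle only and 100% = reference blocker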
TROY NFkB inh – inhibitors of TROY-dependent NF-kB signaling | Q293 LMP1-TROYcd NF-kB luciferase reporter, 4 h | inhibition, % at 10 µM | 0.98% of 360,000 active | AID 1347056;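 active = compounds whose plate-normalised and pattern-corrected inhibition of the luciferase reporter signal at the single screening dose is 50% or more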
TWEAK Fn14 block – inhibitors of TWEAK-Fn14 interaction signaling. TWEAK-stimulated Fn14 reporter cells, luciferase luminescence, 8 h. inhibition, % at 10 µM. 2% of 360,000 active; in the data active = inhibition above about 50%
SRC3 inh – human NCOA3 inhibition. HEK293 GAL4-SRC3 luciferase reporter, luminescence. inhibition, % at 3.6 µM. 0.17% of 360,000 active. AID 588352;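 active = inhibition above a per-campaign cutoff, the mean of all compounds plus 3 SD, cut at about 60% in these data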;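 also: 0% = DMSO-treated cells and 100% = gossypol-treated cells at 36 µM; higher means less SRC3-driven luciferase light from the GAL4 reporter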
The depositor's hits bear a star; . = not tested or not shown. Not all compounds are listed (hit frequency here may not be typical).

nr	SMILES	NCOA1 inh	LMP1 NFkB inh	TLR9-MyD88 block	COUP-TFII inh	C8 TRAIL sens	NCOA2 inhibitor	NR5A2 inv ag	NOD2-RIPK2 inh	TROY NFkB inh	TWEAK Fn14 block	SRC3 inh
1	CCOC(=O)C1C(=O)NC(c2ccccc2)=NC1c1ccc(O)c(OC)c1 (centres undefined)	-42	7	-6	-9	-4	6	-8	-7	21	11	17
2	O=C(c1cc(-c2cccnc2)nc2ccc(Cl)cc12)N1CCN(S(=O)(=O)c2cccs2)CC1	-5	2	5	9	4	-24	38	-1	26	7	25
3	COC(=O)C1(CC2CC(c3ccc(Cl)cc3)=NO2)CCN(C(=O)OC(C)(C)C)CC1 (centres undefined)	-5	-1	-4	4	13	-17	-5	0	0	-43	10
4	CCc1nnc(NC(=O)CCC(=O)Nc2ccc(OC)cc2OC)s1	-7	-5	7	16	-17	-11	1	-13	8	8	2
5	CCOc1ccc(S(=O)(=O)N2CCC(C(=O)Nc3ccc(C)c(S(=O)(=O)N4CCOCC4)c3)CC2)cc1	-8	-6	6	17	17	-17	10	3	35	19	-6
6	Cn1c(CCCOc2ccc(Cl)cc2Cl)nnc1SCC(=O)Nc1ccc(F)c(Cl)c1	-10	-2	3	2	27	-6	5	-1	-24	-12	-22
7	CC12CC3CC(C)(C1)CC(NCc1ccncc1)(C3)C2	0	-1	-7	6	17	7	-9	-1	14	-10	6
8	Cc1c(C)c2c(OCC(=O)Nc3cccnc3)cc3c(c2oc1=O)CCC(C)(C)O3	-5	12	-19	7	11	-2	-19	-3	9	-7	0
9	O=C(c1ccc(OC2CCN(CCc3ccccc3)CC2)cc1)N1CCCC(CO)C1 (centres undefined)	-2	4	-2	0	-2	6	-1	-13	16	-6	5
10	COc1ccc(-c2ccnc3ncnn23)cc1	-9	6	-3	-9	6	-20	11	2	-1	-17	10
11	CCCC(c1nnnn1Cc1ccc(OC)cc1)N1CCN(c2ccccc2OC)CC1 (centres undefined)	-9	11	-8	-2	-5	-40	-17	-4	3	-10	-1
12	CC(C)=CCC[C@H](C)C[C@@H]1CC2=C(C(=O)OC(C)(C)O2)[C@H](c2ccc(F)cc2)O1	-8	.	.	12	-4	5	12	0	1	17	21
13	O=C1CC(N2CCC(c3nc4ccccc4o3)CC2)C(=O)N1Cc1cccs1 (centres undefined)	-7	6	5	21	-2	-9	14	2	11	23	-5
14	COc1ccc(CCNS(=O)(=O)c2ccc3c(c2)CC(C)N3C(C)=O)cc1OC (centres undefined)	-2	2	10	3	-2	-7	4	-11	1	11	28
15	CC(=O)c1ccc(NC(=S)N2CCCCCC2)cc1	-23	-3	-22	-31	49	-18	-59	-7	-11	-4	-31
16	O=C(Nc1nc2c(s1)CCCC2)c1nn(Cc2ccccc2)c(=O)c2ccccc12	-11	4	-7	-4	-17	10	3	-1	-2	13	3
17	O=C1OC(Cc2ccccc2)C(c2ccccc2)C1=O (centres undefined)	7	3	3	-11	-14	-20	-3	-2	-26	-14	6
18	Cc1ccccc1C(=O)NC(C)C(c1cccs1)N1CCOCC1 (centres undefined)	0	3	-2	7	-2	-26	0	-10	0	0	8
19	Cc1ccc(N(C(=O)C(F)(F)F)C(C(=O)NC2CCCCC2)c2ccncc2)cc1C (centres undefined)	6	-5	8	8	-1	-26	2	6	-3	6	-1
20	O=C(Nc1ccccc1N1CCOCC1)c1ccc2nc[nH]c2c1	-4	-3	-4	-26	-12	5	11	-18	4	-29	-5
21	CN1CCN(C(=O)C2=C[C@@H](c3coc4ccccc4c3=O)C[C@@H](OCc3ccc(CO)cc3)O2)CC1	1	-5	0	13	-15	0	5	1	-1	-21	3
22	O=C(C1CCN(S(=O)(=O)c2cccc3cccnc23)CC1)N1CCN(c2ccccn2)CC1	1	8	-16	2	4	-6	-17	-8	-10	9	12
23	COc1ccc(CNc2ncnc(N)n2)cc1	-32	1	-6	3	-9	-7	3	-12	2	-1	3
24	CCN(Cc1ccccc1)C(=O)Cn1c(=O)oc2ccccc21	12	2	5	11	-6	0	12	-2	13	-5	-9
25	N#CC(C(=O)Nc1cccc(Cl)c1)=C1Nc2ccccc2N1	-6	-14	8	5	-19	20	0	13	.	23	-6
26	CCOC(=O)Cc1csc(SCC(=O)NC(C)C23CC4CC(CC(C4)C2)C3)n1 (centres undefined)	-11	5	-15	1	3	-13	-9	-2	5	-9	-1
27	Cn1c(SCC(=O)Nc2ccc3c(c2)OCCO3)nnc1-c1cccnc1	-48	-5	3	10	-7	-26	8	2	-22	-9	10
28	Cc1c(C)n(C)c2ccc(C(=O)NCCCN3CCCCC3C)cc12 (centres undefined)	-13	-3	0	0	-5	-3	6	10	19	5	-10
29	CS(=O)(=O)Nc1cccc(C2=NN(S(=O)(=O)c3ccccc3)C(c3ccco3)C2)c1 (centres undefined)	0	-28	-7	-44	-7	14	-6	-12	1	-3	-9
30	CCOc1ccc(S(=O)(=O)Nc2cccnc2)cc1	-5	1	4	-5	-7	9	6	2	-17	-16	4

6 entries from above, reformatted:
Each structure is followed by: NCOA1 inh | LMP1 NFkB inh | TLR9-MyD88 block | COUP-TFII inh | C8 TRAIL sens | NCOA2 inhibitor | NR5A2 inv ag | NOD2-RIPK2 inh | TROY NFkB inh | TWEAK Fn14 block | SRC3 inh
(10) COc1ccc(-c2ccnc3ncnn23)cc1
  -9 | 6 | -3 | -9 | 6 | -20 | 11 | 2 | -1 | -17 | 10
(28) Cc1c(C)n(C)c2ccc(C(=O)NCCCN3CCCCC3C)cc12 (centres undefined)
  -13 | -3 | 0 | 0 | -5 | -3 | 6 | 10 | 19 | 5 | -10
(9) O=C(c1ccc(OC2CCN(CCc3ccccc3)CC2)cc1)N1CCCC(CO)C1 (centres undefined)
  -2 | 4 | -2 | 0 | -2 | 6 | -1 | -13 | 16 | -6 | 5
(7) CC12CC3CC(C)(C1)CC(NCc1ccncc1)(C3)C2
  0 | -1 | -7 | 6 | 17 | 7 | -9 | -1 | 14 | -10 | 6
(6) Cn1c(CCCOc2ccc(Cl)cc2Cl)nnc1SCC(=O)Nc1ccc(F)c(Cl)c1
  -10 | -2 | 3 | 2 | 27 | -6 | 5 | -1 | -24 | -12 | -22
(24) CCN(Cc1ccccc1)C(=O)Cn1c(=O)oc2ccccc21
  12 | 2 | 5 | 11 | -6 | 0 | 12 | -2 | 13 | -5 | -9

The main list resumes, starting two compounds before the break.
nr	SMILES	NCOA1 inh	LMP1 NFkB inh	TLR9-MyD88 block	COUP-TFII inh	C8 TRAIL sens	NCOA2 inhibitor	NR5A2 inv ag	NOD2-RIPK2 inh	TROY NFkB inh	TWEAK Fn14 block	SRC3 inh
29	CS(=O)(=O)Nc1cccc(C2=NN(S(=O)(=O)c3ccccc3)C(c3ccco3)C2)c1 (centres undefined)	0	-28	-7	-44	-7	14	-6	-12	1	-3	-9
30	CCOc1ccc(S(=O)(=O)Nc2cccnc2)cc1	-5	1	4	-5	-7	9	6	2	-17	-16	4
31	COc1ccc(N=C(C)c2sc3ccccc3c2O)cc1	-108	-23	0	-63	5	-104	-67	1	-91	-15	-69
32	O=C(NC1CCCCC1)C(c1cccs1)N(Cc1cccs1)C(=O)c1cccs1 (centres undefined)	2	10	-3	0	4	3	-3	6	6	11	-1
33	CN(Cc1ccncn1)C(=O)C1CCC(=O)N(Cc2cccc(C(F)(F)F)c2)C1 (centres undefined)	6	3	1	-4	0	-14	-8	-2	3	3	10
34	NC(=O)NN=C1CCN2CCCc3cccc1c32	-22	5	6	-4	4	-44	15	17	-2	-26	-47
35	CCOc1ccc(CNS(=O)(=O)c2ccc3c(c2)CC(=O)N3C)cc1	2	-5	2	12	5	14	5	-19	2	-2	5
36	Nc1c(N(Cc2ccco2)C(=O)c2ccccc2F)c(=O)[nH]c(=O)n1Cc1ccccc1	-7	-8	4	5	8	-8	-12	3	3	14	-4
37	Cc1ccccc1OCC(=O)OCC(=O)NCc1ccccc1Cl	-16	-6	0	-8	5	8	-1	-7	-9	-4	11
38	CSc1ccc(S(=O)(=O)NCc2ccccc2Cl)cc1	7	3	-4	13	-1	11	-31	-1	4	18	5
39	CN(C)c1ccnc2sc3c(=O)n(Cc4ccccc4)cnc3c12	59	28	7	.	-1	.	12	-13	32	69*	56
40	CCC1SC(CC)C(=O)N(CC(=O)NC2CCCCC2)C1=O (centres undefined)	-3	-10	-3	1	-6	-11	-18	2	10	-13	20
41	O=[N+]([O-])c1ccc(CS(=O)(=O)c2ccc(Cl)cc2)cc1	10	-3	0	-5	-4	0	-25	9	14	1	8
42	O=C(N[C@@H](Cc1ccccc1)C(=O)O)c1ccncc1	-17	6	-1	-6	-15	-7	8	-10	-14	6	-13
43	CN(c1ncc(C(F)(F)F)cc1Cl)n1cc(C(=O)O)c2ccccc2c1=O	0	12	2	-6	0	6	2	5	7	-26	5
44	CC(C)(C)c1cc(NCCCn2ccnc2)n2ncc(-c3ccccc3)c2n1	-75	-26	.	-29	9	-57	-101	10	43	17	-65
